CHRM1 PAM: human CHRM1 positive allosteric modulation. P11229. CHO-K1 hM1, Fluo-8 calcium fluorescence, ACh EC20; 0% = ACh EC20, 100% = maximal ACh. activation, % at 3 µM. 360,000 tested, 0.088% active; in the data active = activation above about 19%, passing the limit was not always enough
M4 ag: agonists of human muscarinic M4 receptor (CHRM4); CHO-K1 hM4/Gqi5, Fluo-8 calcium fluorescence; vehicle 0%, full acetylcholine response 100%; 360,000 tested, 0.14% active; P08173; activation, % at 3 µM;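 active = activation above the run mean over all test wells plus 3 SD, cut at about 32% in these data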;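 note: peak over basal fluorescence ratio per well then scaled between controls; 0% = DMSO wells and 100% = acetylcholine at EC100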
Target sequence (P08173 whole entry, looked up): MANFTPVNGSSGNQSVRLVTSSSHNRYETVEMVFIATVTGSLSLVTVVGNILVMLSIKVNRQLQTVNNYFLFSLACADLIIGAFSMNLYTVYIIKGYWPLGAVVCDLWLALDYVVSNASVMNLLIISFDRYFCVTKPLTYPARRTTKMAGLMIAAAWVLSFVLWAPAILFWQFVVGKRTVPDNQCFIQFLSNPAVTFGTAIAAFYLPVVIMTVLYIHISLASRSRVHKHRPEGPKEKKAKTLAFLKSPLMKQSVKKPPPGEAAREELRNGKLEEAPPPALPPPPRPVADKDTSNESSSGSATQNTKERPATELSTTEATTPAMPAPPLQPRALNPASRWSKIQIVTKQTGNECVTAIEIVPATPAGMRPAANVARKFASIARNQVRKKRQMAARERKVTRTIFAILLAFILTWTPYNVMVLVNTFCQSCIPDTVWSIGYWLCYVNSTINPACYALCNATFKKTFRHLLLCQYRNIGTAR
M5 ag: CHRM5 agonism in calcium assay | AID 624037 | activation, % at 3 µM | P08912 | 360,000 tested, 0.19% active | CHO-K1 hM5 cells, Fluo-8 calcium fluorescence; 0% DMSO wells, 100% maximal acetylcholine response;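 active = activation above the run's mean over test compounds plus 3 SD, cut at about 23% in these data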;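 note: signal is peak over basal fluorescence ratio across the kinetic read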
Target sequence (P08912 whole entry, looked up): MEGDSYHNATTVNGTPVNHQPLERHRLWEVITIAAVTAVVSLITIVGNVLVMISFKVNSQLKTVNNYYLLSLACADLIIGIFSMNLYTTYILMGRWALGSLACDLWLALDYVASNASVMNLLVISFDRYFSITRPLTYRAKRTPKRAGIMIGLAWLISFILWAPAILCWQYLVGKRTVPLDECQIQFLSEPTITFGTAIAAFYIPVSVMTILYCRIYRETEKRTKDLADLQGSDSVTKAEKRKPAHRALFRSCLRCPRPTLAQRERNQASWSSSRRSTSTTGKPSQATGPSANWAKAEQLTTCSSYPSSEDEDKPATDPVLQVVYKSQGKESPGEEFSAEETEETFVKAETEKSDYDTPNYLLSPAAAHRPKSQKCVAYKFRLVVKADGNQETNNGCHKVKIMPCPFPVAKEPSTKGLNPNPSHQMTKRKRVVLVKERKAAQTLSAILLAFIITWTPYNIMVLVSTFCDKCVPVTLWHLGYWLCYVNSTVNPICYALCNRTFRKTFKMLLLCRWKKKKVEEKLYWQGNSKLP
M5 PAM: CHRM5 positive allosteric modulation | CHO-K1 hM5, Fluo-8 calcium, ACh EC20 PAM; 0% = ACh EC20, 100% = ACh EC100 | activation, % at 3 µM | 360,000 tested, 0.3% active;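 active = activation above the run cutoff, the mean activation of all test compounds plus 3 SD, cut at about 18% in these data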
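Assay system: CHO-K1 hM5 cells. Also added: acetylcholine at EC20 concentration, added after compound. Dosing: 3 µM, single dose. Times: compound preincubation 140 s before EC20 acetylcholine addition. Signal: Fluo-8 calcium fluorescence. Measure: % activation relative to EC20 and EC100 ACh responses. Repeats: singlicate, one well per test compound.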
CHRM4 antagonist: antagonists of human muscarinic M4 receptor (CHRM4); AID 624125; CHO-hM4 cells, ACh EC80, Fluo-8 calcium fluorescence; 360,000 tested, 0.73% active; P08173; inhibition, % at 3 µM;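 active = inhibition above its plate's cutoff, the mean inhibition of sample wells plus 3 SD, cut at about 27% in these data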;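 note: 0% = acetylcholine EC80 with DMSO and 100% = DMSO without agonist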
CRFR2-BP ag: agonists of human CRF-binding protein/CRF-R2 receptor complex. activation, % at 13.2 µM. HEK293 CRF-R2/CRF-BP, calcium dye fluorescence (FLIPR); percent of saturating CRF peptide response. 350,000 tested, 0.46% active. AID 588473;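 active = activation of at least 50%, plus an integration ratio under a set limit after plate pattern correction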;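 note: plate controls were neutral control wells without compound for no effect and CRF at EC100 for full effect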
M4 PAM: positive allosteric modulators of human muscarinic M4 receptor. CHO-K1 hM4/Gqi5, Fluo-8 calcium fluorescence, ACh EC20; 0% = ACh EC20, 100% = maximal ACh. AID 624126. activation, % at 3 µM. 360,000 tested, 0.4% active. P08173;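 active = activation above its plate's cutoff, the mean activation of sample wells plus 3 SD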; note: some results filed as inactive read as strong as hits
M1 antag: human CHRM1 antagonism | 360,000 tested, 1.3% active | P11229 | inhibition, % at 3 µM | CHO-K1 hM1, Fluo-8 calcium fluorescence, ACh EC80 antagonist | AID 588852;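 active = percent inhibition above its own plate's cutoff, namely the mean of that plate's compound wells plus 3 SD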;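 note: peak over basal fluorescence ratio during 140 s after agonist addition; 0% = ACh EC80 plus DMSO and 100% = DMSO alone without agonist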
CHRM5 antagonist: blocks acetylcholine activation of human M5 receptor; P08912; CHO-hM5 cells, Fluo-8 calcium fluorescence, ACh EC80; inhibition, % at 3 µM; 360,000 tested, 0.59% active;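 active = inhibition above a per-plate cutoff, the mean of that plate's test compounds plus 3 SD, cut at about 27% in these data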;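 note: 0% = acetylcholine EC80 with DMSO and 100% = DMSO without agonist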
* hit, by the source's call; / = no result given.

Start of the listing, in advance (two entries):
SMILES	CHRM1 PAM	M4 ag	M5 ag	M5 PAM	CHRM4 antagonist	CRFR2-BP ag	M4 PAM	M1 antag	CHRM5 antagonist
CCOC(=O)/C(C#N)=C\c1ccc(O)c(OC)c1	-3	0	-2	-1	2	-0.2	1	5	4
O=C(NCc1ccc2c(c1)OCO2)C1CCCN(S(=O)(=O)c2cccc3cccnc23)C1 (centres undefined)	1	12	0	-8	-22	-3.7	3	-3	-4

All compounds of this part, from the start:
SMILES	CHRM1 PAM	M4 ag	M5 ag	M5 PAM	CHRM4 antagonist	CRFR2-BP ag	M4 PAM	M1 antag	CHRM5 antagonist
CCOC(=O)/C(C#N)=C\c1ccc(O)c(OC)c1	-3	0	-2	-1	2	-0.2	1	5	4
O=C(NCc1ccc2c(c1)OCO2)C1CCCN(S(=O)(=O)c2cccc3cccnc23)C1 (centres undefined)	1	12	0	-8	-22	-3.7	3	-3	-4
CC(Oc1ccccc1Cl)C(=O)Nc1ccc(S(=O)(=O)N2CCOCC2)cc1 (centres undefined)	13	2	1	4	1	-1.2	6	-8	0
CCOC(=O)C1CCN(C(=O)Cn2cnc3sc(C)c(S(=O)(=O)N4CCCCC4)c3c2=O)CC1	6	2	-5	3	0	-2.8	0	9	8
CC(C)c1ccc(NC(=O)CNCC(c2ccccc2)N(C)C)cc1 (centres undefined)	1	2	-7	0	0	-3.4	-11	-3	1
CC(=O)N1CCCc2cc(S(=O)(=O)N3CCN(c4ccccn4)CC3)ccc21	0	3	-2	-6	-8	-1.9	3	-19	1
CC1(C)CC(=O)C=C(NCc2ccc(C(=O)O)cc2)C1	18	1	3	-3	-4	-0.1	19	-13	9
COc1ccc(Oc2nc(-c3ccccc3)ncc2S(=O)(=O)c2ccccc2)cc1	0	1	-2	-2	-11	0.1	3	-1	0
N#Cc1ccc(NC2c3ccccc3CC2O)cc1 (centres undefined)	14	2	-2	-11	-5	-0.7	3	-14	5
CCOC(=O)c1c(S(=O)(=O)N2CCCCCC2)c(C)n(C)c1C	9	3	-3	5	-2	-0.4	9	-10	-4
Cc1cc(-c2cccc([N+](=O)[O-])c2)nc2ccc3ccccc3c12	14	0	2	-1	4	-1.5	1	-8	-2
CC(C)N(C(=S)Nc1cc(S(=O)(=O)N2CCOCC2)ccc1Cl)c1ccccc1	7	1	1	0	0	-1.1	18	-1	-2
O=C(c1ccccc1Cc1ccccc1)N1CCN(S(=O)(=O)c2ccccc2Br)CC1	11	7	3	-3	-1	0.4	3	-17	0
CCOC(=O)CSc1nc(C)c2cc(OC)ccc2n1	5	1	-3	-3	16	-0.7	7	-2	-4
Nc1nc(N)c2cc(Sc3ccc(Cl)cc3)ccc2n1	2	11	8	7	-9	15	6	3	3

Results in M1 antag, M5 PAM and CHRM1 PAM (six entries from above):
SMILES	M1 antag	M5 PAM	CHRM1 PAM
O=C(NCc1ccc2c(c1)OCO2)C1CCCN(S(=O)(=O)c2cccc3cccnc23)C1 (centres undefined)	-3	-8	1
CC1(C)CC(=O)C=C(NCc2ccc(C(=O)O)cc2)C1	-13	-3	18
CC(=O)N1CCCc2cc(S(=O)(=O)N3CCN(c4ccccn4)CC3)ccc21	-19	-6	0
CC(C)N(C(=S)Nc1cc(S(=O)(=O)N2CCOCC2)ccc1Cl)c1ccccc1	-1	0	7
Cc1cc(-c2cccc([N+](=O)[O-])c2)nc2ccc3ccccc3c12	-8	-1	14
CCOC(=O)/C(C#N)=C\c1ccc(O)c(OC)c1	5	-1	-3

(list continues)
SMILES	CHRM1 PAM	M4 ag	M5 ag	M5 PAM	CHRM4 antagonist	CRFR2-BP ag	M4 PAM	M1 antag	CHRM5 antagonist
O=P1(NC2CCCC2)OCC2(CO1)COP(=O)(NC1CCCC1)OC2 (centres undefined)	0	0	2	-2	-2	-1.0	5	22	1
CCc1ccc(NC(=S)N2CCCCCCC2)cc1	-2	3	-8	0	-4	0.7	8	8	2
CCCOc1ccc(NC(=O)C2CC(=O)N/C(=N/N=C(C)/C=C/c3ccc(N(C)C)cc3)S2)cc1 (centres undefined)	3	0	0	-1	6	2.0	12	0	5
COc1ccc(/C=C/C2=NNC(=O)CC2)cc1	6	0	-3	-7	-1	0.3	4	-3	5
CCCc1cc(C(=O)Nc2ccc(C(=O)OC)cc2)cs1	-8	1	-2	-9	4	1.4	2	23	21
O=C(CCC(=O)N(CC(=O)NC1CCCCC1)Cc1ccco1)Nc1nccs1	0	4	-2	5	-20	-2.3	6	1	4
CN(C)CCn1nnnc1SCC1=C(C(=O)O)N2C(=O)[C@@H](NC(=O)Cc3csc(N)n3)[C@H]2SC1	1	1	0	-2	8	-1.7	-2	-18	1
COc1ccc(CN(CCC(c2ccccc2)C2CCOC(C)(C)C2)C(C)=O)cc1 (centres undefined)	-4	8	-1	-8	-4	-3.6	-23	9	8
O=C(NCCS(=O)(=O)N1CCN(c2ccccc2)CC1)c1ccco1	4	1	-1	3	-2	0.9	-2	-7	4
O=C(COC(=O)/C(=C/c1cccs1)c1cccs1)NC(c1ccccc1)c1ccccc1	-2	0	-2	0	-6	1.3	-2	8	-3
CN=C(Nc1ccc(C(=O)OC)s1)c1ccccc1	5	0	-4	-4	-7	0.3	-2	-2	6
Cc1ccc(-n2ncc(C(=O)N3CCN(C(=O)c4ccco4)CC3)c2-n2cccc2)cc1	-3	8	-2	-4	-5	-3.6	0	4	3
CCOC(=O)/C=c1\s/c(=C\c2ccccc2OC)c(=O)n1CC(=O)N1CCOCC1	7	2	-1	-4	1	-2.2	2	-33	11
O=C(NCc1ccccc1)C1=C[C@@H](c2ccc3c(c2)OCO3)C[C@@H](OCCCCO)O1	-1	2	0	7	-2	-2.3	3	-2	-1
CCOC(=O)C1CCN(S(=O)(=O)c2ccc(Br)c(OCC)c2)CC1	-5	2	-6	-7	-8	-1.2	-5	-8	2
CC(=O)Oc1ccccc1-n1c(C)nc(=O)c(-c2ccccc2)c1C	20	0	2	5	-2	0.4	2	-19	-6
O=C(c1cccs1)N(CCN1CCCCC1)CC1CCCN(C2CCCC2)C1 (centres undefined)	-2	1	-7	0	0	4.1	-14	-2	3
Cc1cc([N+](=O)[O-])nn1CC(=O)N1c2ccccc2CC1C (centres undefined)	-8	1	-2	1	-1	-2.5	4	15	-3
CC1=C(C#N)C(c2ccccc2O)C(C#N)=C(C)N1	10	0	0	-4	1	-0.8	5	-5	9
OC1c2cc(Cl)cc(Cl)c2N=C2CCCN21 (centres undefined)	-4	0	-2	-4	1	/	1	5	13
CC(=O)Nc1cccc(-c2nc3ccccc3o2)c1	5	4	-2	3	6	3.0	-1	-6	-2
Cn1c(Cc2cccs2)nnc1SCC(=O)Nc1ccccc1	14	0	-4	-2	-1	0.1	2	-26	15
Cc1nn(-c2ccc(C(=O)Nc3nnc(C4CC4)s3)cc2)c(C)c1Cl	-7	0	-1	12	13	0.0	-1	-4	-3
O=C(Nc1cccc(S(=O)(=O)N2CCCC2)c1)c1cccnc1	5	2	-3	-10	-2	2.5	-1	-14	19
CCOc1ccc(C(=O)N2CCN(CCc3ccccc3)CC2)cc1OCC	4	0	-10	0	4	0.1	-5	-13	1
COc1cccc(OCc2cc(C(=O)N(C)CCC3CCCCO3)no2)c1 (centres undefined)	1	3	-3	0	1	-0.5	-6	12	-2
CCOC(=O)c1cccc(C2=CC(=O)CC(C)(C)C2)c1	4	0	-3	-6	4	-1.5	6	0	20
CC(C)C(=O)Nc1ccc(-c2nnc(-c3ccccc3)o2)cc1	5	2	-2	-1	-5	3.4	-9	5	-2
COC(=O)N/N=C/c1cc(Cl)cc(Cl)c1OCc1ccccc1F	8	0	-3	2	0	-1.3	4	-13	3
CCN1CCN(S(=O)(=O)c2cc(C)c(OC)cc2C)CC1	3	0	-3	2	10	-0.6	-2	4	-3

Arranged by value in M5 ag (low to high): four of the compounds above.
SMILES	CHRM1 PAM	M4 ag	M5 ag	M5 PAM	CHRM4 antagonist	CRFR2-BP ag	M4 PAM	M1 antag	CHRM5 antagonist
CCOC(=O)c1c(S(=O)(=O)N2CCCCCC2)c(C)n(C)c1C	9	3	-3	5	-2	-0.4	9	-10	-4
OC1c2cc(Cl)cc(Cl)c2N=C2CCCN21 (centres undefined)	-4	0	-2	-4	1	/	1	5	13
O=C(NCc1ccc2c(c1)OCO2)C1CCCN(S(=O)(=O)c2cccc3cccnc23)C1 (centres undefined)	1	12	0	-8	-22	-3.7	3	-3	-4
Nc1nc(N)c2cc(Sc3ccc(Cl)cc3)ccc2n1	2	11	8	7	-9	15	6	3	3

Next section
SMILES	CHRM1 PAM	M4 ag	M5 ag	M5 PAM	CHRM4 antagonist	CRFR2-BP ag	M4 PAM	M1 antag	CHRM5 antagonist
CCCCOc1ccc([N+](=O)[O-])cc1C(=O)O	14	1	-3	-2	-8	2.6	12	-13	-9
COc1ccc(Nc2nc(NCc3ccco3)nc(N3CCOCC3)n2)cc1	-3	-1	-1	3	-1	-0.9	-4	9	6
COc1ccc(C2CC(=O)N(CCCN(C)CCc3ccc(OC)c(OC)c3)C2)cc1 (centres undefined)	17	0	-7	8	2	1.1	-2	-13	-7
COc1ccc(-c2[nH]n(-c3ccc([N+](=O)[O-])cc3)c(=O)c2C=NCc2ccccc2)cc1	-4	1	-1	4	2	3.5	-2	3	-1
CCn1ncc(C2=NOC(C(=O)Nc3cccc(O)c3)C2)c1C (centres undefined)	9	2	5	1	5	-0.1	-4	-11	-12
O=C(Nc1ccc(C(=O)N2CCCc3ccccc32)cc1)c1cccs1	4	4	-11	-6	-5	0.2	-2	-10	-5
O=S(=O)(c1ccccc1)N1N=C(c2cccs2)CC1c1ccc(Br)cc1 (centres undefined)	4	0	-1	-2	-8	4.7	21*	-24	-7
Cc1ccc(NC2(C#N)C(=O)Nc3ccccc32)cc1C (centres undefined)	8	1	0	0	1	-1.1	-2	-6	6
CCn1c(CNC(=O)c2cccc(C)c2)nc2ccccc21	0	2	0	-4	-9	-0.1	-3	-14	-2
CCN1CCCC(OC(=O)c2cc(-c3ccccc3Cl)nc3ccccc23)C1 (centres undefined)	-6	1	-6	-8	5	0.6	-2	-3	11
CCc1ccc(Nc2nnc(SCn3nnc4ccccc4c3=O)s2)cc1	2	0	-2	3	-1	-1.5	7	-3	-1
CCCCNC(=O)OCCNC(=O)Oc1cccc(C)c1	8	1	-3	-7	-15	-2.4	2	-3	-4
COc1ccc(C(=O)OCC(=O)NC(Cc2ccccc2)C(C)=O)cc1S(=O)(=O)N1CCCC1 (centres undefined)	2	3	1	5	-1	-0.1	1	11	-1
O=C(COC(=O)/C=C/c1ccc(C(F)(F)F)cc1)NC(=O)NCc1ccco1	19	0	1	1	-8	2.4	7	-3	6
